ERa SRC1 inh: ER-alpha (human) coactivator binding inhibition | inhibition, % at 25.6 µM | P03372 | AID 629 | 1.7% of 86,000 active | TR-FRET ER-alpha LBD / SRC-1 peptide, estradiol-bound; in the data active = inhibition above about 50%;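 also: 0% = receptor plus peptide control and 100% = peptide only without receptor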
Calb biofilm kill: kills Candida albicans biofilms | C. albicans biofilm + clotrimazole, Alamar Blue | inhibition, % at 6 µM | 0.14% of 85,000 active | AID 834;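 active = inhibition above 20%; inactive = inhibition below 20%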;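 also: preformed 24 hr biofilms exposed to compound for 48 hr; 0% = biofilm without compound and 100% = blank killed by clotrimazole plus chlorhexidine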
HUVEC inhibit: inhibitors of human endothelial cell proliferation; HUVEC proliferation, CellTiter-Glo luminescence, 72 h; hits give low values; viability, % at 10 µM (by protocol); 1.1% of 86,000 active; AID 648;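 active = viability at or below 30%; inactive = viability above 30%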;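 also: 100% = median luminescence of DMSO-only cell control wells on each plate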
sEH activator: activators of human soluble epoxide hydrolase; P34913; purified human sEH enzymatic activity, activator screen; activation, % at 2 µM; 0.04% of 91,000 active; AID 717; in the data active = activation above about 37%; also: values of inactives mirror those of a sister screen read the other way
Target sequence (P34913 whole entry, looked up): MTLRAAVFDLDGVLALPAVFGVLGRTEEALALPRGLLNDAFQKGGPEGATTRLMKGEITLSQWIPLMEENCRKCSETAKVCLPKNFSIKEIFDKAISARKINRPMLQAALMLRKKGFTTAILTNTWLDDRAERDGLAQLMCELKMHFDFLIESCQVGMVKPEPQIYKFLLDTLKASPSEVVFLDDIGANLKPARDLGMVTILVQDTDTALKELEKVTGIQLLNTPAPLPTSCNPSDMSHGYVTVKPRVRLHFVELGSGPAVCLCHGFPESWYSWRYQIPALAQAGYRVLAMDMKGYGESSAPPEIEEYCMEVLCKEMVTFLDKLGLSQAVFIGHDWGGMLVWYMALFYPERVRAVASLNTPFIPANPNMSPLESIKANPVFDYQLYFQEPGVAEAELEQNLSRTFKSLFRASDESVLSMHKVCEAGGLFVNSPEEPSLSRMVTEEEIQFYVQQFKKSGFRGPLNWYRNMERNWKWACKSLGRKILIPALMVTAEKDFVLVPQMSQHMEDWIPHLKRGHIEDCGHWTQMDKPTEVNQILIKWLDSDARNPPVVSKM
ERa SRC1 pot: ER-alpha (human) coactivator binding potentiation; coactivator binding (% of control), % at 25.6 µM; AID 639; TR-FRET ERalpha-LBD/SRC-Cy5 coactivator binding, 2 h; 100 = basal binding, no effect; 1.3% of 86,000 active; in the data active = activity above about 200%;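 also: binding measured in presence of low estradiol as agonist stimulus; 0% = peptide alone without receptor and 100% = receptor with peptide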
ERb coact inh: ER-beta (human) coactivator binding inhibition; Q92731; TR-FRET ER-beta LBD / SRC1-Cy5 peptide binding; receptor agonist-loaded with 1 µM estradiol; inhibition, % at 25.6 µM; 1.3% of 86,000 active; AID 633;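 active = compounds whose percent inhibition of the receptor-coactivator binding signal exceeds about 50% in the single-dose screen, limit read from the data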;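 also: 0% = receptor plus peptide wells without compound and 100% = peptide-only wells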
H69AR inhibit: blocks growth of human H69AR lung tumor cells; H69AR lung tumor viability, ATP luminescence, 72 h; hits give low values; viability, % at 10 µM; 6% of 85,000 active; AID 598;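 active = viability at or below 40%; inactive = viability above 40%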;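 also: multidrug resistant small cell line overexpressing MRP-1 efflux transporter; 100% = mean luminescence of untreated control wells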
Smad3 FoxH1 inh: inhibitors of human Smad3 transcription factor binding | AID 630 | TR-FRET Smad3/Dy647-FoxH1 peptide binding, europium anti-His | P84022 | 0.29% of 88,000 active | inhibition, % at 25 µM;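 active = compounds that reduce the energy-transfer binding signal between the protein and its labelled peptide by more than half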;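 also: 0% = Smad3 plus labelled peptide maximal FRET and 100% = peptide-only background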
Target sequence (P84022 whole entry, looked up): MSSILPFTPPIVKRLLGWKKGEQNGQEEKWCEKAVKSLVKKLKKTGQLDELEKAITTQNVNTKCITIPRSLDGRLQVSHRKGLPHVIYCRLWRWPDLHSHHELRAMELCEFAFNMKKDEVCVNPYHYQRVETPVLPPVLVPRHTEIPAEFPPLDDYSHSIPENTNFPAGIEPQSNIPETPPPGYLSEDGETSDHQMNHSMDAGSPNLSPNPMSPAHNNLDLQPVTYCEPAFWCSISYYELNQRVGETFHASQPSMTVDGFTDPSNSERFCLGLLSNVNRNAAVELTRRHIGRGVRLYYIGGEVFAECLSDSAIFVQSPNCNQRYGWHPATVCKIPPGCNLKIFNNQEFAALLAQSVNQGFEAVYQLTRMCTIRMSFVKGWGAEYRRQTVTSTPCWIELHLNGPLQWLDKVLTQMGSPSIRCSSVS
Lung fibro prol: blocks proliferation of human lung fibroblasts; LL 47 human lung fibroblast viability, ATP luminescence; hits give low values; viability, % at 10 µM; 1.1% of 85,000 active;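 active = viability at or below 50% in the single dose screen; inactive = viability above 50%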;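 also: compound exposure lasted 72 h before the ATP readout; 100% = median luminescence of untreated cell-only wells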
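material = human LL 47 lung fibroblast cells | dosing = compounds added from tenfold dosing solution, 0.1% DMSO final | timing = overnight cell rest, 72 h compound treatment at 37 °C | measured by = CellTiter-Glo luminescence measuring cellular ATP | evaluation = % viability versus median cells-only luminescence | control set = cell-only wells, no compound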
* = called active by the depositor; . = no result given; [ ] = dose if it differs, or a comment. This is a subset; the hit share may differ from the screen's.

SMILES | ERa SRC1 inh | Calb biofilm kill | HUVEC inhibit | sEH activator | ERa SRC1 pot | ERb coact inh | H69AR inhibit | Smad3 FoxH1 inh | Lung fibro prol
O=C1CC(N2CCCCCC2)C(=O)N1c1ccc2c(c1)OCO2 (stereo not drawn) | -8 | 6 | 91 | 7 | 105 | -7 | 89 | 0 | 102
CCOc1cc(C(=O)N2CCCC2)cc(OCC)c1OCC | -2 | 0 | 98 | 0 | 110 | -2 | 91 | 3 | 99
CC(c1ccccc1)C1NC(C(=O)O)CS1 (stereo not drawn) | -4 | 4 | 101 | 16 | 134 | -5 | 100 | 6 | 89
O=C(Cn1c(C(F)(F)F)nc2ccccc21)NCCCN1CCOCC1 | -1 | 4 | 96 | -2 | 109 | 3 | 93 | 6 | 102
CC1CCN(CCn2c(=S)[nH]c3ncccc3c2=O)CC1 | -14 | 2 | 99 | -7 | 112 | -4 | 83 | -5 | 104
CCOc1ccc(NC2=NCC(=O)N2Cc2cccs2)cc1 | -5 | -1 | 104 | -1 | 97 | -13 | 94 | -2 | 107
CCC(C)[C@H](NC(=O)OC(C)(C)C)c1nnc(SCc2c(C)[nH]c(=O)[nH]c2=O)o1 (stereo partly drawn) | 2 | 6 | 100 | 6 | 98 | -6 | 99 | -2 | 109
Cc1cccc(C(=O)NCCCN2CCCC2=O)c1 | -6 | 4 | 105 | 0 | 100 | -10 | 100 | 15 | 99
CC(C)n1c(C(O)c2ccc3c(c2)OCO3)nc2ccccc21 (stereo not drawn) | 0 | 2 | 104 | . | 139 | -5 | 101 | 14 | 90
COC(=O)C(C)Sc1nc2c(c(=O)[nH]c(=O)n2C)n1CCC(C)C (stereo not drawn) | 5 | 2 | 95 | 4 | 93 | 1 | 69 | 6 | 100
Cc1noc(C)c1CSCC(=O)OCc1nc2ccccc2c(=O)n1CC#N | 35[fluorescence artefact?] | -5 | 91 | . | 72 | 33 | 85 | 15 | 102
c1ccc(-c2nnc3ccc(N4CCCC4)nn23)cc1 | -9 | 2 | 101 | -11 | 108 | -1 | 62 | -2 | 99
N#CC1=C(N)SC(C(=O)c2ccccc2)C1c1cccs1 (stereo not drawn) | 4 | 8 | 105 | -7 | 85 | -3 | 86 | 0 | 96
CCCOc1ccc(C(=O)NCc2ccco2)cc1 | -7 | -1 | 93 | -5 | 105 | -2 | 101 | 3 | 103
CCCC(=O)Nc1ccc(C(=O)O)cc1NC(=O)CCC | 32 | 3 | 93 | 6 | 97 | 13 | 93 | 2 | 109
O=C(CSc1nc2ccccc2c(=O)n1CC1CCCCC1)N1CCOCC1 | 3[fluorescence artefact?] | 6 | 105 | . | 107 | -4[fluorescence artefact?] | 63 | 2 | 100
CCN1CCN(c2ccc(NC(=O)c3ccc4c(c3)OCO4)cc2)CC1 | -4[fluorescence artefact?] | 5 | 91 | -1 | 78[fluorescence artefact?] | 30[fluorescence artefact?] | 77 | 0 | 113
O=C(Nc1nccs1)C1CCN(S(=O)(=O)c2ccc(Cl)c(C(F)(F)F)c2)CC1 | -7 | -1 | 95 | 2 | 99 | -5 | 44 | 18 | 105
COCCOC(=O)C1=C(C)NC(=O)N(C(C)=O)C1c1ccc(Cl)cc1 (stereo not drawn) | 10 | -1 | 102 | 12 | 107 | 10 | 103 | -15 | 109
CN(c1ccccc1C(=O)N1CCN(c2cccc(Cl)c2)CC1)S(C)(=O)=O | -10 | -3 | 89 | 4 | 99 | 7 | 75 | 2 | 101
O=C(Cn1cc2c(n1)CCCC2)NCc1cccc(Cl)c1 | 1 | 12 | 95 | . | 99[fluorescence artefact?] | -14[fluorescence artefact?] | 90 | 12 | 97
COc1cccc(NC(=O)CNC(=O)c2ccc(F)cc2)c1 | -5 | -2 | 93 | -18 | 131 | 4 | 100 | 7 | 100
CCNC(=O)CSc1nnc(-c2ccc(OC)cc2)n1CC(C)C | -9 | -2 | 96 | 2 | 101 | -14 | 101 | -11 | 112
COCCCn1c(SCC(=O)NC(C)C)nnc1-c1ccccc1 | -7 | 7 | 96 | -5 | 115 | -4 | 93 | -9 | 99

Taken from above:
In H69AR inhibit, O=C(Nc1nccs1)C1CCN(S(=O)(=O)c2ccc(Cl)c(C(F)(F)F)c2)CC1 has the entry 44
In ERa SRC1 pot, CCCOc1ccc(C(=O)NCc2ccco2)cc1 has the entry 105
In ERa SRC1 inh, O=C(CSc1nc2ccccc2c(=O)n1CC1CCCCC1)N1CCOCC1 has the entry 3[fluorescence artefact?]

Next part.
SMILES | ERa SRC1 inh | Calb biofilm kill | HUVEC inhibit | sEH activator | ERa SRC1 pot | ERb coact inh | H69AR inhibit | Smad3 FoxH1 inh | Lung fibro prol
Cc1ccc(-n2cnnn2)c2cccnc12 | -9 | 1 | 89 | 1 | 107 | 4 | 96 | -1 | 99
CC(=O)N=C1SC2CS(=O)(=O)CC2N1c1cccc(Cl)c1Cl (stereo not drawn) | -3 | 3 | 101 | -4 | 115 | -3 | 93 | 10 | 104
CCN(c1ccccc1)S(=O)(=O)c1ccc(N)c(OC)c1 | -9 | 4 | 55 | -5 | 98 | -7[fluorescence artefact?] | 17* | -3 | 72
Cc1cccc(-n2c(=O)cc(N3CCN(c4ccc(F)cc4)CC3)[nH]c2=O)c1 | 5 | 7 | 83 | -5 | 117[fluorescence artefact?] | -7 | 46 | -9 | 94
CC(=O)OCc1nc2sc(C)c(C)c2c(=O)[nH]1 | 7 | -1 | 95 | 3 | 98 | -2 | 99 | 4 | 91
COc1ccc2c(c1)CCc1c(C(=O)NCc3ccc(F)cc3)noc1-2 | 0 | 2 | 94 | . | 111 | 7 | 70 | 1 | 98
CCCCN(C)C(=O)CS(=O)(=O)Cc1nc(-c2cccc(OC)c2)oc1C | -7 | 1 | 97 | 10 | 106 | -8 | 90 | 0 | 102
C[N+]1(C)CCC(=C2c3ccccc3CC(=O)c3sccc32)CC1 | -14[fluorescence artefact?] | 4 | 109 | 5 | 77[fluorescence artefact?] | -10[fluorescence artefact?] | 99 | -13 | 127
Cn1cc(CC(=O)Nc2cccc(C#N)c2)c2ccccc21 | -6 | -1 | 99 | -20 | 104 | -11 | 81 | 7 | 105
CSc1ccccc1NC(=O)c1c(Br)cnn1C | 1 | 5 | 65 | 0 | 91 | -11 | 100 | 13 | 98
Cc1ccc(CN(N=Nc2nonc2N)c2nonc2N)c(C)c1 | 12[fluorescence artefact?] | 2 | 72 | -3 | 86[fluorescence artefact?] | -3[fluorescence artefact?] | 80 | -2 | 88
COc1ccc(-c2cn3c(C)c(C(=O)NCc4ccc5c(c4)OCO5)sc3n2)cc1 | 1 | 5 | 83 | -21 | 131 | -1[fluorescence artefact?] | 88 | 1 | 95
Cc1ccccc1C1CC(c2ccc(Br)cc2)Nc2nc(N)nn21 (stereo not drawn) | -1 | 1 | 73 | -2 | 110[fluorescence artefact?] | -10 | 94 | 9 | 88
CC1CCCN(Cc2nc3c(c(=O)n(C)c(=O)n3C)n2Cc2c(F)cccc2Cl)C1 (stereo not drawn) | 5 | 11 | 89 | . | 84 | 18[fluorescence artefact?] | 77 | -5 | 99
CC1CCCCN1C(=O)CSCC(=O)Nc1nc(-c2cccs2)cs1 (stereo not drawn) | 0 | -4 | 101 | . | 37 | -4 | 93 | -6 | 92
Cc1ccc(C(=O)NC2CC3CCCC(C2)N3C(=O)NC2CCCCC2)cc1 (stereo not drawn) | -6 | 4 | 98 | -1 | 123 | -10[fluorescence artefact?] | 86 | -4 | 104
Cc1cc(C)cc(OCC(=O)Nc2nonc2NC(=O)COc2cc(C)cc(C)c2)c1 | 82*[fluorescence artefact?] | 5 | 94 | -6 | 38 | 38 | 99 | -1 | 101
CCOC(=O)CSc1nnc(-c2cccs2)n1-c1ccccc1 | 14 | 7 | 95 | -5 | 88 | -10 | 88 | 11 | 97
CN(C(=O)c1ccccc1)C1(C)CCS(=O)(=O)C1 (stereo not drawn) | -6 | 8 | 102 | -11 | 116[fluorescence artefact?] | -2[fluorescence artefact?] | 84 | 5 | 94
C=CCn1c(SCC(=O)C(C)(C)C)nnc1-c1ccccn1 | -1 | 2 | 87 | 4 | 101 | 0 | 87 | -8 | 103
CCc1ccc2nc(SCC(=O)N3CCCCC3)c(C#N)cc2c1 | -8 | 6 | 91 | -4 | 95 | -7 | 51 | 2 | 96
COCCNC(=O)c1noc2c1CCc1cc(OC)ccc1-2 | -2 | 7 | 110 | . | 103 | -7 | 103 | 0 | 107
Cc1cccc(CSC2=NCCN2C(=O)c2ccc(Br)o2)c1 | -4 | 4 | 103 | 7 | 113 | -9 | 88 | 17 | 112
COc1cc(-c2nc(-c3ccccc3)c(-c3cccs3)[nH]2)cc(OC)c1OC | 18 | 3 | 88 | 0 | 252* | -5 | 71 | 8 | 96
CS(=O)(=O)n1nc(-c2ccccc2)nc1NCc1ccco1 | -3 | 0 | 102 | 5 | 98 | 4 | 97 | 3 | 105
O=C(Nc1ccc(F)c(F)c1)c1cccnc1 | 0 | 5 | 87 | 0 | 113 | 1 | 89 | 2 | 104
CC(C)Cn1cc(C(=O)N2CCN(c3ccccn3)CC2)c2c3ccccc3n(C)c2c1=O | 1 | 2 | 70 | 2 | 62 | -4[fluorescence artefact?] | 38* | 3 | 93
COc1ccc(NC(=O)CCCCCN2C(=O)CCC2=O)cc1Cl | -2 | 1 | 114 | -9 | 115 | -12 | 97 | -2 | 101
COc1cc(C(=O)N(C)c2nnc(-c3cccnc3)s2)cc(OC)c1OC | 11 | 3 | 90 | 4 | 109 | 4 | 80 | -2 | 98
Cc1c(NC(=O)C2CCCN2S(=O)(=O)c2ccc(Cl)cc2)c(=O)n(-c2ccccc2)n1C (stereo not drawn) | 9 | 8 | 101 | . | 88 | 9 | 100 | 5 | 86
CN(C)/C=N/c1c(C(=O)NCc2ccccc2)nnn1Cc1ccccc1 | -3 | -7 | 94 | -15 | 116 | -1 | 96 | -7 | 93
Cc1cc(C(=O)Nc2sc(C)c(-c3ccc(F)cc3)c2C(N)=O)no1 | -2[fluorescence artefact?] | 2 | 98 | . | 141 | 2[fluorescence artefact?] | 81 | -4 | 102
O=C(Nc1ccc2oc(Cc3ccc(Cl)cc3)nc2c1)c1cccnc1 | 27 | 7 | 80 | -7 | 99 | -11 | 36* | 4 | 92
CCc1c(C(=O)NC2CCCCC2)[nH]c(C)c1C(C)=O | 0[fluorescence artefact?] | 1 | 104 | . | 128 | -9 | 76 | -2 | 100
O=C(CCCn1c(SCC(=O)c2ccc(F)cc2)nc2ccccc2c1=O)NCc1ccccc1 | 8[fluorescence artefact?] | 4 | 57 | -20 | 113 | -4[fluorescence artefact?] | 69 | 0 | 90
COc1cccc(C(=O)CSc2nnnn2C)c1 | -4 | 7 | 95 | 13 | 126 | 10 | 91 | 3 | 97
Cc1ccc2c(c1)-c1c(cnn1CC(=O)Nc1ccccc1N1CCN(C)CC1)CO2 | 1 | 11 | 59 | . | 101[fluorescence artefact?] | -10 | 66 | 13 | 78
COc1ccc2[nH]c(C)c(CCN3C(=O)C4C5C=CC(C5)C4C3=O)c2c1 (stereo not drawn) | -5 | 5 | 105 | 0 | 83 | 2 | 86 | -7 | 99
CCOc1ccc(CN(Cc2ccco2)S(=O)(=O)c2ccc(-n3cnnn3)c(OC)c2)cc1 | -15 | -1 | 93 | -3 | 91 | 10[fluorescence artefact?] | 67 | -9 | 98
Cc1noc(C)c1CN1C(=O)NC(Cc2ccccc2)(Cc2ccccc2)C1=O | -1 | 4 | 109 | . | 113 | -6 | 93 | 1 | 96

Screening results from PubChem BioAssay.
